Screening data as filed in PubChem.
Nrf2 activator – activates Nrf2 signaling. AREc32 ARE-luciferase reporter (MCF7-derived line), luminescence, 24 h. Potency, µM (doses to about 46.1 µM), inactives show top-dose activation, usual class: activators. actives 0.31% (n = 410,000). AID 624171; further: % of control where 0% means no effect; nearly all actives have a fitted effect of over 65% in size
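Nrf2 activation is followed as ARE-luciferase induction in the AREc32 line after one day of compound treatment; luminescence is read with Steady-Glo.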
Nrf2 inh – blocks Nrf2 signaling; A549 ARE-Fluc reporter, luciferase luminescence, 18-24 h; Potency, µM (highest dose often 46 µM), for inactives: top-dose activity change, negative = inhibition, hits mostly inhibitors; actives 2.1% (n = 360,000); AID 504444; further: on the % scale 0 is the no-effect control and ±100 the full control effect; nearly all actives have a fitted effect of over 60% in size
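Concentration-response testing used A549 ARE_Fluc cells at 5000 cells/well. Following an 18-24 h compound incubation, viability was read by fluorescence (Ex 405/Em 525) and luciferase output by luminescence.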
TGFb SMAD3 inh – TGF-b pathway inhibition; HepG2 CAGA-GFP TGF-b/SMAD3 reporter, GFP fluorescence, 18 h; TGF-beta stimulated, 500 pg/mL final; Potency, µM (highest dose often 46.1 µM), without a hit: top-dose activity, negative = inhibition, actives largely listed as inhibitors; actives 1.2% (n = 410,000); AID 588855; further: on the % scale 0 is the no-effect control and ±100 the full control effect; nearly all actives have a fitted effect of over 65% in size
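Using HEPG2 CAGA-GFP reporter cells at 1000 cells/well, we pinned test compounds, stimulated with recombinant TGF-beta (500 pg/mL final) and measured total well GFP after 18 h.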
EPAC2 antagonist – blocks human EPAC2 exchange factor; Q8WZA2; EPAC2 GEF exchange of Rap1B-BODIPY-GDP, fluorescence; Potency, µM (highest dose often 114 µM), for the others: top-dose activity, negative = inhibition, hits mostly inhibitors; actives 0.18% (n = 360,000); AID 720708; further: on the % scale 0 is the no-effect control and ±100 the full control effect; nearly all actives have a fitted effect of over 45% in size; many of its hits are not listed in these tables
Target sequence (Q8WZA2 whole entry, looked up): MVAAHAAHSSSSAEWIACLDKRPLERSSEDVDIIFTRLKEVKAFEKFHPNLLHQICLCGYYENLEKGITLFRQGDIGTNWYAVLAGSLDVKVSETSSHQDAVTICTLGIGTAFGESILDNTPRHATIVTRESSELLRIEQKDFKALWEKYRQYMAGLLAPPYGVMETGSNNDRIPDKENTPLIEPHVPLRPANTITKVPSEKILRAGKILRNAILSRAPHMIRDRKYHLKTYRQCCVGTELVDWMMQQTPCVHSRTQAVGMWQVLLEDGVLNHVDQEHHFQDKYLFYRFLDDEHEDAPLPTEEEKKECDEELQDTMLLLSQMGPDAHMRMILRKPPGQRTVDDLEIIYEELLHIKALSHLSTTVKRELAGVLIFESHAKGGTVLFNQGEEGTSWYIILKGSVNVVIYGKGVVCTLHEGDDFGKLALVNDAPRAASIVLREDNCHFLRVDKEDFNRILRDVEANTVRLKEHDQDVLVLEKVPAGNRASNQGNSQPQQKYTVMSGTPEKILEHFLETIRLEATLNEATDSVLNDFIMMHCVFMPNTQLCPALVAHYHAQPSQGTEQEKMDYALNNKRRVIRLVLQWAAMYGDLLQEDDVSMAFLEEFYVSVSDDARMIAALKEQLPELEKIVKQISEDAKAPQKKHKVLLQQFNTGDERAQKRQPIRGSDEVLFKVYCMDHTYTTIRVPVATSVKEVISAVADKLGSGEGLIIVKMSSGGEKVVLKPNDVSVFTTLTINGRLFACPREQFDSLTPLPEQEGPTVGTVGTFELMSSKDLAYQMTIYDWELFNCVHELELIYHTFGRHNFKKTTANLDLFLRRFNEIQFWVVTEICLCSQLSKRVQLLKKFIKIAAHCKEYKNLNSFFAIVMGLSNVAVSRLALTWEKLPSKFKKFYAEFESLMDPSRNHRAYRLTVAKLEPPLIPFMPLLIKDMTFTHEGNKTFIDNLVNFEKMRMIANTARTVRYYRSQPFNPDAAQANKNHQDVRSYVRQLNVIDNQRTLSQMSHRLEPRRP
A549 viability – kills or reduces viability of A549 cells in Nrf2 counter-screen; A549 ARE-Fluc cells, CellTiter-Fluor viability, 18-24 h; Potency, µM (doses to about 46 µM), for inactives: at the highest dose activity change, negative = cytotoxicity, actives largely listed as inhibitors; actives 0.16% (n = 390,000); AID 504648; further: on the % scale 0 is the no-effect control and ±100 the full control effect
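A549 ARE-Fluc cells in 5% FBS OPTI-MEM, 5000 cells/well, rested 2 h then exposed to compounds in concentration-response for 18-24 h at 37 °C. Viability by CellTiter-Fluor fluorescence (Ex 405/Em 525) after 30 min; luciferase luminescence (BugLite, 15 min, RT) read afterwards.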
S2 tox – reduces viability in counter-screen for ATXN expression inhibitors; Potency, µM (highest dose often 56.7 µM), most hits filed as cytotoxic; actives 0.49% (n = 400,000); S2 cells (HEK-293 line with an ATXN2-luciferase reporter) viability, CellTiter-Fluor protease fluorescence, 24 h; further: nearly all actives have a fitted effect of over 40% in size
MCF10A rereplic – induces DNA re-replication in MCF 10a normal breast cells; MCF 10A DNA re-replication, Hoechst nuclear intensity, 48 h; Potency, µM (top dose mostly 46.1 µM), inactives show at the highest dose activity, positive = re-replication, actives largely listed as activators; actives 2.9% (n = 350,000); further: % of control where 0% means no effect; nearly all actives have a fitted effect of over 50% in size
ATXN2 expr inh – reduces ATXN2 reporter expression in HEK-293 cells | AID 1745845 | actives 0.72% (n = 360,000) | HEK-293 ATXN2-luciferase reporter, luminescence, 24 h | Potency, µM (series often up to 57 µM), for the others: top-dose activity change, negative = inhibition, most hits filed as inhibitors; further: on the % scale 0 is the no-effect control and ±100 the full control effect; nearly all actives have a fitted effect of over 55% in size
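qHTS (up to 57 uM final) was run with 24 h compound exposure of reporter cells at 37 °C. Each well was multiplexed: SteadyGlo luminescence measured ATXN2-luciferase expression after a fluorogenic Gly-Phe-AFC viability readout (25 uM final).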
HepG2 tox – kills HepG2 cells in TGF-b inhibitor counter-screen | HepG2 CAGA-GFP viability, ATP luminescence, 18 h | Potency, µM (series often up to 46.1 µM), without a hit: top-dose activity change, negative = cytotoxicity, hits mostly cytotoxic | actives 0.76% (n = 410,000) | AID 588856; further: some results filed as inactive show a strong effect at the top dose
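HepG2 CAGA-GFP cells (1000/well, DMEM with 1% FBS) received compound, then TGF-beta at 500 pg/mL final, and were incubated 18 hours at 37 degrees C. Viability was read by CellTiter-Glo luminescence. Media-only wells were set as complete cell-killing and DMSO as no toxicity.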
* = called active by the depositor; i = inactive; ? = inconclusive; / = no result given; [ ] = dose if it differs, or a comment. The call rests on the fitted dose curve; in most records, active means well fitted curve in the direction sought with a large enough effect; inconclusive means small, poorly fitted or top-dose-only effect, or another doubt; inactive means no such curve, though single readings can be large; an effect the other way counts as inactive or inconclusive. Potency means the concentration at half of the fitted maximal effect. Not all compounds are listed; rates above refer to the full screens.

No. | SMILES | EPAC2 antagonist | TGFb SMAD3 inh | Nrf2 inh | MCF10A rereplic | Nrf2 activator | A549 viability | ATXN2 expr inh | S2 tox | HepG2 tox
1 | COCCNC(=O)C1(C)CCCN(Cc2csc3ccccc23)C1 (configuration not stated) | -3% | -13% | / | / | -0.1% | / | -12% | i | -2%
2 | CC1CCCCC12NC(=O)N(CC(=O)Nc1ccccc1F)C2=O (configuration not stated) | -18% | 24% | 0% | 6% | -0.5% | 5% | -3% | i | -30%
3 | O=C(CCCc1nc2ccccc2s1)NCc1cccnc1 | 9% | -9% | -15% | ? | 0.0% | -4% | / | ? | 4%
4 | COC(=O)C1CCN(c2cc(=O)n(-c3ccc(OC)cc3)c(=O)[nH]2)CC1 | 4% | -7% | 3% | 3% | -0.9% | -2% | -14% | i | 0%
5 | CCC1(c2ccc(OC)cc2)NC(=O)N(CC(=O)N2CCc3ccccc32)C1=O (configuration not stated) | 11% | 0% | -6% | -2% | 0.7% | -10% | -2% | i | -17%
6 | CC1=C(C(=O)OCc2ccccc2)C(c2ccc3ccccc3c2)NC(=O)N1CCCC(=O)O (configuration not stated) | -25% | 10% | 8% | -5% | 0.1% | 0% | 4% | i | 2%
7 | COc1ccc(CNS(=O)(=O)c2ccccc2Br)cc1 | / | -2% | -1% | / | / | 1% | / | / | 0%
8 | COc1ccccc1CNC(=O)CN(C)CC(=O)Nc1ccc(F)c(F)c1F | 3% | -7% | 2% | -2% | -1.8% | -6% | 1% | i | 0%
9 | O=C(CSc1ccc2nnc(CCNC(=O)c3ccccc3)n2n1)NCc1ccccc1 | -3% | -3% | -24% | ? | -0.6% | -10% | 3% | i | -4%
10 | Cc1ccc(-c2nn(-c3ccccc3)cc2C=C2SC(=S)N(CCS(=O)(=O)O)C2=O)cc1 | 45µM* | ? | / | / | -0.6% | / | 18% | ? | -13%
11 | CCOC(=O)C1(CCOc2ccccc2)CCN(Cc2cccc(OC)c2OC)CC1 | -8% | -30% | ? | 10% | 4.3% | -12% | -38% | i | -19%
12 | Brc1ccc(-c2csc(NNC3=NCCCCC3)n2)cc1 | 11% | -17% | 15% | ? | 12% | -7% | -23% | ? | -22%
13 | O=C(CCC1CCCN(C(=O)c2ccccc2Cl)C1)N1CCN(c2ccccn2)CC1 (configuration not stated) | 12% | 3% | ? | 5% | -0.7% | -4% | -22% | i | 0%
14 | COC(=O)C1CCN(C(=O)C2CCC(=O)N(CCc3cccc(F)c3)C2)CC1 (configuration not stated) | -2% | 14% | 20% | 1% | -0.5% | -3% | 6% | i | 14%
15 | C=CCNC(=O)C1CC(=O)N(c2ccc(OCc3ccccc3Cl)cc2)C1 (configuration not stated) | 4% | 16% | 0% | 4% | 0.2% | 0% | 25% | i | -2%
16 | Cc1ccccc1NC(=S)N(CCCN1CCOCC1)Cc1ccccn1 | 2% | ? | 1% | 0% | 0.2% | 2% | -5% | i | -2%
17 | Cc1csc(NC(=O)c2sccc2C)n1 | 1% | 6% | ? | 2% | 2.7% | 8% | -18% | i | -35%
18 | O=C1c2ccccc2C(c2nnnn2C2CCCCC2)N1CCc1ccc(O)cc1 (configuration not stated) | -2% | / | / | / | 0.1% | / | -3% | ? | /
19 | C[C@@H]1CN([C@@H](C)CO)C(=O)c2cc(-c3ccncc3)cnc2O[C@H]1CN(C)C(=O)c1cccc(F)c1 | -6% | -1% | / | / | 0.0% | / | 14% | i | -18%
20 | c1ccc2c(c1)CCc1c-2nc2ccccc2c1N1CCOCC1 | 1% | ? | ? | ? | 8.7% | 9% | / | i | -39%

2 compounds from above, limited to Nrf2 inh.
entry	smiles	Nrf2 inh
9	O=C(CSc1ccc2nnc(CCNC(=O)c3ccccc3)n2n1)NCc1ccccc1	-24%
13	O=C(CCC1CCCN(C(=O)c2ccccc2Cl)C1)N1CCN(c2ccccn2)CC1 (configuration not stated)	?

More compounds follow:
No. | SMILES | EPAC2 antagonist | TGFb SMAD3 inh | Nrf2 inh | MCF10A rereplic | Nrf2 activator | A549 viability | ATXN2 expr inh | S2 tox | HepG2 tox
21 | COC(=O)N/N=C/c1ccc(/C=N/NC(=O)OC)cc1 | 0% | -11% | 1% | -7% | -1.3% | -11% | -12% | i | -11%
22 | COc1ccc(N2CCN(C(=O)c3cccc(-n4c(C)nc5cccnc54)c3)CC2)cc1 | / | -15% | 16% | / | -0.1% | -1% | / | / | 3%
23 | O=C(NCCCN=C1NS(=O)(=O)c2ccccc21)c1ccc(S(=O)(=O)N2CCCCC2)cc1 | -1% | 15% | 18% | 23µM* | -0.9% | 11% | 3% | i | -27%
24 | COc1ccc(-c2noc(CCC(=O)NCc3ccc(C)cc3)n2)cc1 | / | 5% | 8% | / | 0.6% | 0% | 5% | i | -11%
25 | COc1cccc(C(=O)N2CCC[C@H]2C(=O)N2CCC[C@H]2C(=O)NCc2ccncc2)c1 | 4% | / | / | / | -0.3% | / | -5% | i | /
26 | COc1ccc(-c2nc3oc4cc(OC)ccc4c(=O)c3c(=O)n2Cc2ccco2)cc1 | 1%[57.1 µM] | -12% | ? | ? | 0.2% | -11% | -8% | i | 5%
27 | O=C(Nc1nc2ccccc2s1)C1CC(=O)N(c2ccc(Cl)cc2)C1 (configuration not stated) | -22% | -7% | -27% | ? | 0.1% | -17% | -8% | i | -22%
28 | COc1ccc(CNC(=O)CN(C(=O)c2csnn2)c2cccc3ccccc23)cc1 | -2% | 6% | 8% | 19% | 0.7% | -3% | -4% | i | -3%
29 | CCCc1nnc(NC(=O)c2cccc(OC)c2)s1 | -3% | ? | 12% | 4% | 0.3% | -1% | 45%[activator] | i | -32%
30 | C=CCN1C(=O)c2ccc(C(=O)Nc3ccccn3)cc2C1=O | -5% | 8% | 20% | -1% | 2.2% | -9% | -1% | i | -74%
31 | COc1ccccc1C1CCN(C(=O)c2ccccc2)CC1 | 1% | -18% | 29% | ? | -0.7% | 9% | 7% | i | -26%
32 | COc1ccc(S(=O)(=O)NC(C)C(=O)O)cc1 (configuration not stated) | -2% | 0% | 11% | -5% | -0.3% | -6% | 1% | i | -6%
33 | CCOCCCNC(=O)C1CCN(S(=O)(=O)c2cc(Br)cc3c2N(C(=O)CC)CC3)CC1 | -8% | -12% | -4% | 1% | 0.3% | 1% | 8% | i | -19%
34 | CC/C(C)=N/NC(=O)c1[nH]c2ccc(C)cc2c1-c1ccccc1 | -8% | ? | -4% | 12µM* | -0.3% | -3% | -30% | i | -22%
35 | COc1cc(C(=O)NCc2nnc(SCC(=O)N3CCc4ccccc43)o2)cc(OC)c1OC | 11% | -5% | 4% | -3% | -0.2% | -7% | 12% | i | -1%
36 | COc1ccc(-c2ccc(-c3cc(=O)oc4c(C(C)C)ccc(C)c34)cc2)cc1 | -3% | 4% | ? | 0% | -0.3% | 13% | -13% | i | -12%
37 | CCCOc1ccc2c(CC)cc(=O)oc2c1C | -8% | ? | 0% | 10% | 4.0% | 12% | 11% | i | -32%
38 | CCc1nc2ccc(C(=O)NCCc3ccccn3)cn2c1N(CC)Cc1cccc(Br)c1 | -23% | -2% | / | / | 4.7% | / | ? | ? | -19%
39 | CC(=O)c1ccc(S(=O)(=O)Nc2ccc(C(=O)N(C)CC(=O)Nc3cccc(C)c3C)cc2)cc1 | -1% | 5% | -4% | -2% | -0.7% | 1% | -4% | i | -1%
40 | CCOc1ccc(CC(=O)NNC(=S)Nc2ccc(OC)c(OC)c2)cc1 | 2% | 4% | -2% | 2% | 1.9% | 4% | -21%[11.3 µM] | i | -5%

A few values from the entries so far:
For EPAC2 antagonist, O=C(CCCc1nc2ccccc2s1)NCc1cccnc1 is listed with 9%
For Nrf2 activator, CCOC(=O)C1(CCOc2ccccc2)CCN(Cc2cccc(OC)c2OC)CC1 is listed with 4.3%
For ATXN2 expr inh, COc1ccc(-c2ccc(-c3cc(=O)oc4c(C(C)C)ccc(C)c34)cc2)cc1 is listed with -13%

Other compounds:
No. | SMILES | EPAC2 antagonist | TGFb SMAD3 inh | Nrf2 inh | MCF10A rereplic | Nrf2 activator | A549 viability | ATXN2 expr inh | S2 tox | HepG2 tox
41 | Cc1ccc(NS(=O)(=O)c2ccc(C(=O)NC3CCN(Cc4ccccc4)CC3)cc2)cc1 | -11% | ? | 5.8µM* | 8% | 4.6% | ? | -33% | i | -28%
42 | O=C(O)CCCn1cc(NC(=O)COc2ccc(F)cc2)cn1 | 5% | -10% | -7% | -2% | -0.7% | -3% | -6% | i | 8%
43 | O=C1c2ccccc2[C@@H]2CC(O)C(O)CCN12 (some centres not stated) | -2% | -15% | 5% | -16% | 0.1% | 6% | 5% | i | -2%
44 | O=C(c1ccccc1)c1ccccc1N/C=C/c1nnnn1-c1ccccc1 | 0% | -8% | -19% | 6% | -0.1% | -11% | 0% | ? | 6%
45 | CCN(CC)CCCNC(=O)Cn1ccc2ccccc2c1=O | 0% | 10% | -21% | 0% | -0.2% | -5% | 0% | ? | -5%
46 | O=C1C(Nc2ccccc2)=C2CCCC=C2N1c1ccccc1 | -13% | 8% | ? | 2% | 3.3% | 0% | 8% | i | 4%

5 entries from above, arranged by heavy-atom count, highest first.
No. | SMILES | EPAC2 antagonist | TGFb SMAD3 inh | Nrf2 inh | MCF10A rereplic | Nrf2 activator | A549 viability | ATXN2 expr inh | S2 tox | HepG2 tox
39 | CC(=O)c1ccc(S(=O)(=O)Nc2ccc(C(=O)N(C)CC(=O)Nc3cccc(C)c3C)cc2)cc1 | -1% | 5% | -4% | -2% | -0.7% | 1% | -4% | i | -1%
41 | Cc1ccc(NS(=O)(=O)c2ccc(C(=O)NC3CCN(Cc4ccccc4)CC3)cc2)cc1 | -11% | ? | 5.8µM* | 8% | 4.6% | ? | -33% | i | -28%
44 | O=C(c1ccccc1)c1ccccc1N/C=C/c1nnnn1-c1ccccc1 | 0% | -8% | -19% | 6% | -0.1% | -11% | 0% | ? | 6%
42 | O=C(O)CCCn1cc(NC(=O)COc2ccc(F)cc2)cn1 | 5% | -10% | -7% | -2% | -0.7% | -3% | -6% | i | 8%
43 | O=C1c2ccccc2[C@@H]2CC(O)C(O)CCN12 (some centres not stated) | -2% | -15% | 5% | -16% | 0.1% | 6% | 5% | i | -2%
